# Screening data: PubChem BioAssay, National Center for Advancing Translational Sciences (NCATS)
# TRb SRC2 PPI: qHTS for Inhibitors of the Interaction of Thyroid Hormone Receptor and Steroid Receptor Coregulator 2; 0.065% of 280,000 active; Potency, µM (highest dose often 106 µM), for the others: top-dose activity change, negative = inhibition, usual class: inhibitors; Thyroid hormone receptor beta (Homo sapiens), P10828; TRbeta-SRC2 peptide binding, fluorescence polarization; receptor liganded with 1 µM T3;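 further: plate controls were bound peptide for no effect and peptide without receptor for full effect; nearly all actives have a fitted effect of over 50% in size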
# Target sequence (P10828 whole entry, looked up): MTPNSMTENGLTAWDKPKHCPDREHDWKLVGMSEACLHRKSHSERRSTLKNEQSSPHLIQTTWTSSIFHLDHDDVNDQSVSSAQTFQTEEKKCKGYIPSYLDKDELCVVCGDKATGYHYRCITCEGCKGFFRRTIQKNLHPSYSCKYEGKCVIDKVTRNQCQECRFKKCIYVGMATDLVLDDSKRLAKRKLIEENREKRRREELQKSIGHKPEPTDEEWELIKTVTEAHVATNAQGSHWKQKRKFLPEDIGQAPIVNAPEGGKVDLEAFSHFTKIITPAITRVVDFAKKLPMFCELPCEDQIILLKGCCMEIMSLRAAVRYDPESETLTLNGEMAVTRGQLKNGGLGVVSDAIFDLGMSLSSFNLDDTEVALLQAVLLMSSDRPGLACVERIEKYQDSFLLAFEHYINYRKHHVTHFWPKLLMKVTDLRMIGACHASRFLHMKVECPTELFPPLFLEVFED
#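 Human TRb LBD (0.6 uM) plus Texas Red-labeled SRC2 peptide (20 nM), 1uM T3, 5% DMSO, 5 hr at ambient temperature. Decreased polarization (555/632 nm) flags inhibition; data normalized to free and bound peptide controls.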
# GoLoco inh red: qHTS Assay for Inhibitors of RGS12 GoLoco Motif Activity (Red Fluorophore); Guanine nucleotide-binding protein G(i) subunit alpha-1 (Homo sapiens), P63096; Gai1:RGS12 GoLoco peptide FP, rhodamine, 10 min; Potency, µM (top dose mostly 61.6 µM), inactives show at the top dose activity, negative = inhibition, most hits filed as inhibitors; 0.44% of 230,000 active; AID 880, 2007; active means well fitted inhibition curve with a large enough effect, not every such curve was filed as active; inactive means no such curve, though single readings can be large or run the other way; further: on the % scale 0 is the no-effect control and ±100 the full control effect; nearly all actives have a fitted effect of over 30% in size; many of its hits are not listed in these tables
# ALDH1A1 inh: qHTS Assay for Inhibitors of Aldehyde Dehydrogenase 1 (ALDH1A1) | Purified ALDH1A1, NADH fluorescence, propionaldehyde substrate | Potency, µM (top dose mostly 75.3 µM), without a hit: top-dose activity, negative = inhibition, actives largely listed as inhibitors | 7.3% of 220,000 active | AID 1030, 2008; active means well fitted inhibition curve with a large enough effect, not every such curve was filed as active; inconclusive means small, poorly fitted or top-dose-only effect, or another doubt; inactive means no such curve, though single readings can be large or run the other way;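 further: plate controls were no enzyme wells and a reference inhibitor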
# Target sequence (P00352 whole entry, looked up): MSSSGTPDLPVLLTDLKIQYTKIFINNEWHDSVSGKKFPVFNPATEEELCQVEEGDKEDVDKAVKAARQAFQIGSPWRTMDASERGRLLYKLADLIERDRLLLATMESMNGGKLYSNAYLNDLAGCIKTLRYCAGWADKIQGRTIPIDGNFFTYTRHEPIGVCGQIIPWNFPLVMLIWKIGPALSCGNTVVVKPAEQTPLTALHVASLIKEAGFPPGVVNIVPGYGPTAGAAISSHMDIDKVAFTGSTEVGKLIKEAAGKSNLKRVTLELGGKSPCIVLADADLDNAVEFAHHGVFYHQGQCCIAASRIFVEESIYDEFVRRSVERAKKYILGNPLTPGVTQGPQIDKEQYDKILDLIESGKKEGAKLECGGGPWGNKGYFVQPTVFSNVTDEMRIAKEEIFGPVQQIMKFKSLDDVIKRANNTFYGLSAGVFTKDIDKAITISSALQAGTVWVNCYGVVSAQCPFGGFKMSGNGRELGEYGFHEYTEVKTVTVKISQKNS
# TexasRed fluor: Total Fluorescence Counterscreen for Inhibitors of the Interaction of Thyroid Hormone Receptor and Steroid Receptor Coregulator 2; TRb/SRC2 Texas Red total fluorescence interference; Potency, µM (highest dose often 106 µM), for the others: top-dose fluorescence change, negative = quenching; 0.29% of 280,000 active; AID 1479, 2009; active means well fitted curve in either direction with a large enough effect; inconclusive means small, poorly fitted or top-dose-only effect; further: on the % scale 0 is the no-effect control and ±100 the full control effect
#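 Flags fluorescent or light-absorbing compounds by total fluorescence, S + 2P, at 555 nm excitation and 632 nm emission. Mixture: 20 nM Texas Red SRC2 peptide, 0.6 uM human TRb LBD, 1 uM T3, 5% DMSO; compound exposure 5 h at ambient temperature.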
# SMN2 splice enh: qHTS Assay for Enhancers of SMN2 Splice Variant Expression. HEK293 SMN2-luciferase splicing reporter, luminescence, 30-36 h. Potency, µM (highest dose often 46.1 µM), without a hit: at the top dose activity change, positive = activation, usual class: activators. 2.8% of 210,000 active. AID 1458, 2008; further: % of control where 0% means no effect; nearly all actives have a fitted effect of over 55% in size
#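 HEK293 cells carry an SMN2 […]–luciferase reporter in which exon 7 inclusion puts luciferase in frame. Cells were plated 10-12 h before compound addition, then incubated 30-36 h at 37C. ONE-Glo luminescence was read; sodium butyrate at 4.5 mM final served as control.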
# * marks the source's active call; other numbers are inactive results; ? = inconclusive; · = not tested or not shown; & = joins results of further samples; [ ] = remark or other dose. Unless noted, the call rests on the fitted dose curve; in most records, active means well fitted curve in the direction sought with a large enough effect; inconclusive means small, poorly fitted or top-dose-only effect, or another doubt; inactive means no such curve, though single readings can be large; an effect the other way counts as inactive or inconclusive. Potency means the concentration at half of the fitted maximal effect.
Compound | TRb SRC2 PPI | GoLoco inh red | ALDH1A1 inh | TexasRed fluor | SMN2 splice enh
CCNC(=O)C1OC(n2cnc3c(N)ncnc32)C(O)C1O (stereo not given) | · | · | 6% | · | ·
Nc1c(Cl)c(Cl)c(Cl)c(Cl)c1Cl | 1%[201 µM] | · | · | 3%[201 µM] | ·
COP(=O)(OC)SCn1c(=O)oc2cc(Cl)cnc21 | -5%[201 µM] | · | · | -12%[201 µM] | ·
Cc1ccc(-c2nc(CN3C(=O)CN=C(c4ccccc4)c4cc(Cl)ccc43)c(C)o2)cc1 | 0% | · | · | 0% | ·
C1CC[CH]([Sn]([CH]2CCCCC2)[CH]2CCCCC2)CC1 | 7%[201 µM] | · | · | 1%[201 µM] | ·
COC(=O)c1ccccc1CS(=O)(=O)NC(=O)Nc1nc(OC)cc(OC)n1 | 2%[201 µM] | · | · | -1%[201 µM] | ·
CCCCC(CC)COC(=O)Cl (stereo not given) | 2%[201 µM] | · | · | 1%[201 µM] | ·
Cc1oc(-c2ccc(Cl)cc2)nc1CN1C(=O)CN=C(c2ccccc2)c2cc(Cl)ccc21 | -3% | · | · | 1% | ·
CCCN(CCOc1c(Cl)cc(Cl)cc1Cl)C(=O)n1ccnc1 | 2%&-2%[201 µM] | · | · | -5%&-1%[201 µM] | ·
O=S(=O)(O)C(F)(F)C(F)(F)C(F)(F)C(F)(F)F | -5%&4%[201 µM] | · | · | -1%&-13%[201 µM] | ·
CCOP(=S)(OCC)SCCl | 0%[201 µM] | · | · | -2%[201 µM] | ·
CCOP(=O)(OCC)O/C(=C/Cl)c1ccc(Cl)cc1Cl | 3% | · | · | 0% | ·
C1=Cc2cccc3cccc1c23 | 2%[201 µM] | · | · | -1%[201 µM] | ·
CCOP(=S)(OCC)SCC(=O)NC(C)C | 5%[201 µM] | · | · | -3%[201 µM] | ·
CS/C(C)=N/OC(=O)N(C)SN(C)C(=O)O/N=C(\C)SC | 0%[201 µM] | · | · | 5%[201 µM] | ·
O=C1CN=C(c2ccccc2)c2cc(Cl)ccc2N1Cc1ccc(Cl)cc1 | -2% | · | · | -1% | ·
Clc1ccc([C@]2(Cn3cncn3)C[C@H](Br)CO2)c(Cl)c1 | 1%&2%[201 µM] | · | · | -1%&-1%[201 µM] | ·
Cc1ccc(-c2nc(CN3C(=O)CN=C(c4ccccc4)c4ccccc43)c(C)o2)cc1 | -8% | · | · | 0% | ·
O=C(O)C(F)(F)C(F)(F)C(F)(F)C(F)(F)C(F)(F)F | -2%[201 µM] | · | · | 1%[201 µM] | ·
CCOP(=S)(S)OCC | 1%[201 µM] | · | · | -4%[201 µM] | ·
CN(C)P(=O)(N(C)C)N(C)C | 3%[201 µM] | · | · | -1%[201 µM] | ·
COc1nn(CSP(=S)(OC)OC)c(=O)s1 | 2%[201 µM] | · | · | 1%[201 µM] | ·
O=C1CCCCC1CN1CCCCC1 (stereo not given) | 0% | · | · | -3% | ·
CCCCCCCCCCCCC1=C(OC(C)=O)C(=O)c2ccccc2C1=O | -9%[201 µM] | · | · | 0%[201 µM] | ·
CNC(=O)/C=C(\C)OP(=O)(OC)OC | -4%[201 µM] | · | · | 1%[201 µM] | ·
COP(=S)(OC)Oc1ccc(Sc2ccc(OP(=S)(OC)OC)cc2)cc1 | 2%[201 µM] | · | · | 3%[201 µM] | ·
COC(=O)/C=C(\C)OP(=O)(OC)OC | -3%[201 µM] | · | · | -1%[201 µM] | ·
C/C=C(\C)C(=O)O[C@H]1C[C@@H](OC(C)=O)[C@@]2(C(=O)OC)CO[C@H]3[C@@H](O)[C@@](C)([C@]45O[C@@]4(C)[C@H]4C[C@@H]5O[C@@H]5OC=C[C@@]54O)[C@H]4[C@]1(CO[C@]4(O)C(=O)OC)[C@@H]32 | -2%[201 µM] | · | · | -3%[201 µM] | ·
O=C(CCl)c1ccc(Oc2ccc(C(=O)CCl)cc2)cc1 | 7% | · | · | -3% | ·
CCNc1nc(NC(C)(C)C)nc(SC)n1 | 2%[201 µM] | · | · | -5%[201 µM] | ·
CCOP(=S)(NC(C)C)Oc1ccccc1C(=O)OC(C)C (stereo not given) | -6%[201 µM] | · | · | -3%[201 µM] | ·
CCCCC(O)(Cn1cncn1)c1ccc(Cl)cc1Cl (stereo not given) | 0%[201 µM] | · | · | -1%[201 µM] | ·
Brc1ccc(Br)cc1 | -5%[201 µM] | · | · | 2%[201 µM] | ·
C#CCC1=C(C)[C@H](OC(=O)[C@H]2[C@H](C=C(C)C)C2(C)C)CC1=O | 3%[201 µM] | · | · | -2%[201 µM] | ·
CN1CCC(O)(c2ccc(F)cc2)C(C(=O)c2ccc(F)cc2)C1 (stereo not given) | -9% | · | · | 1% | ·
CCNc1nc(NC(C)C)nc(OC)n1 | 0%[201 µM] | · | · | -1%[201 µM] | ·
CCOCn1c(-c2ccc(Cl)cc2)c(C#N)c(Br)c1C(F)(F)F | 2%[201 µM] | · | · | -4%[201 µM] | ·
COc1ccc(-c2nc(CN3C(=O)CN=C(c4ccccc4Cl)c4cc(Cl)ccc43)c(C)o2)cc1OC | -8% | · | · | -2% | ·
CCCCCCCCCCCC#N | 5%[201 µM] | · | · | 2%[201 µM] | ·
CS(=O)(=O)c1ccc(C(=O)C2C(=O)CCCC2=O)c([N+](=O)[O-])c1 | 0%[201 µM] | · | · | 2%[201 µM] | ·
CN1COCN(Cc2cnc(Cl)s2)/C1=N\[N+](=O)[O-] | -1%[201 µM] | · | · | 3%[201 µM] | ·
CC(C)(C)C(=O)[C@H](Oc1ccc(Cl)cc1)n1cncn1 | -7%[201 µM] | · | · | -2%[201 µM] | ·
NS(=O)(=O)C(F)(F)C(F)(F)C(F)(F)C(F)(F)C(F)(F)C(F)(F)C(F)(F)C(F)(F)F | 5%[201 µM] | · | · | 3%[201 µM] | ·
CC1CCCCC1NC(=O)Nc1ccccc1 (stereo not given) | 1%[201 µM] | · | · | 3%[201 µM] | ·
CC(=NC#N)N(C)Cc1ccc(Cl)nc1 | -9%[201 µM] | · | · | -2%[201 µM] | ·

# Limited to TexasRed fluor and SMN2 splice enh, for some of the entries so far:
SMILES,TexasRed fluor,SMN2 splice enh
CCOCn1c(-c2ccc(Cl)cc2)c(C#N)c(Br)c1C(F)(F)F,-4%[201 µM],·
COc1ccc(-c2nc(CN3C(=O)CN=C(c4ccccc4Cl)c4cc(Cl)ccc43)c(C)o2)cc1OC,-2%,·
CCCCCCCCCCCC#N,2%[201 µM],·
CS(=O)(=O)c1ccc(C(=O)C2C(=O)CCCC2=O)c([N+](=O)[O-])c1,2%[201 µM],·
CN1COCN(Cc2cnc(Cl)s2)/C1=N\[N+](=O)[O-],3%[201 µM],·
CC(C)(C)C(=O)[C@H](Oc1ccc(Cl)cc1)n1cncn1,-2%[201 µM],·
NS(=O)(=O)C(F)(F)C(F)(F)C(F)(F)C(F)(F)C(F)(F)C(F)(F)C(F)(F)C(F)(F)F,3%[201 µM],·

# The listing continues.
# Values run as follows: TRb SRC2 PPI | GoLoco inh red | ALDH1A1 inh | TexasRed fluor | SMN2 splice enh
- O=CNC(N1CCN(C(NC=O)C(Cl)(Cl)Cl)CC1)C(Cl)(Cl)Cl (stereo not given)
→ 4%[201 µM] | · | · | 1%[201 µM] | ·
- COC[C@H](C)N(C(=O)CCl)c1c(C)csc1C
→ 0%[201 µM] | · | · | -4%[201 µM] | ·
- COc1cc(OC)nc(NC(=O)NS(=O)(=O)c2ncccc2C(F)(F)F)n1
→ 8%[201 µM] | · | · | -1%[201 µM] | ·
- CC(C)COP(=O)(OCC(C)C)OCC(C)C
→ 2%[201 µM] | · | · | -1%[201 µM] | ·
- CON=C(C(=O)OC)c1ccccc1CO/N=C(\C)c1cccc(C(F)(F)F)c1
→ 2%[201 µM] | · | · | 4%[201 µM] | ·
- O=[N+]([O-])Nc1nccn1Cc1ccc(Cl)nc1
→ -2%[201 µM] | · | · | -1%[201 µM] | ·
- [CH3][Sn]([CH3])([Cl])[Cl]
→ 2%[201 µM] | · | · | -2%[201 µM] | ·
- CCC[CH2][Sn]([Cl])([CH2]CCC)[CH2]CCC
→ 8%[201 µM] | · | · | 1%[201 µM] | ·
- CCS(=O)(=O)c1cccnc1S(=O)(=O)NC(=O)Nc1nc(OC)cc(OC)n1
→ 0%[201 µM] | · | · | -4%[201 µM] | ·
- Cc1ccccc1C(=O)Nc1cccc(OC(C)C)c1
→ -5%[201 µM] | · | · | -3%[201 µM] | ·
- O=C(O)c1c(Cl)ccc2cc(Cl)cnc12
→ -2%[201 µM] | · | · | -7%[201 µM] | ·
- O=C1NCCN1Cc1ccc(Cl)nc1
→ 1%[201 µM] | · | · | -1%[201 µM] | ·
- COC(=O)N(C(=O)N1COC2(C(=O)OC)Cc3cc(Cl)ccc3C2=N1)c1ccc(OC(F)(F)F)cc1 (stereo not given)
→ 4%[201 µM] | · | · | -2%[201 µM] | ·
- O=[N+]([O-])c1cc(C(F)(F)F)c(Cl)c([N+](=O)[O-])c1Nc1ncc(C(F)(F)F)cc1Cl
→ -5%[201 µM] | · | · | -7%[201 µM] | ·
- CN/C(=N/[N+](=O)[O-])NCC1CCOC1 (stereo not given)
→ 2%[201 µM] | · | · | -5%[201 µM] | ·
- CCNC(=O)NC(=O)/C(C#N)=N/OC
→ 10%[201 µM] | · | · | 1%[201 µM] | ·
- CCCCN(CC)C(=O)SCCC
→ 4%[201 µM] | · | · | 1%[201 µM] | ·
- COc1ccc(C[C@@H](N)c2ccc(OC)cc2)cc1
→ · | 9%[14.2 µM] | 9%[13.5 µM] | · | -10%[9.22 µM]
- CCc1ccc(CCN2CCCCC2)nc1
→ · | -3%[14.2 µM] | -4%[13.5 µM] | · | 1%[9.22 µM]
- CCCOC(=O)[C@@H]1[C@@H](C(=O)O)[C@H]2CC[C@@H]1O2
→ · | 0%[14.2 µM] | -3%[13.5 µM] | · | -6%[9.22 µM]

# Nothing new here: 2 of the compounds above.
# Values run as follows: TRb SRC2 PPI | GoLoco inh red | ALDH1A1 inh | TexasRed fluor | SMN2 splice enh
- CCCCN(CC)C(=O)SCCC
→ 4%[201 µM] | · | · | 1%[201 µM] | ·
- COc1ccc(C[C@@H](N)c2ccc(OC)cc2)cc1
→ · | 9%[14.2 µM] | 9%[13.5 µM] | · | -10%[9.22 µM]

# Next results follow.
# Values run as follows: TRb SRC2 PPI | GoLoco inh red | ALDH1A1 inh | TexasRed fluor | SMN2 splice enh
- C[C@@]12CC[C@H](O[C@@H]3O[C@H](CO)[C@@H](O)[C@H](O)[C@@H]3O)C[C@@H]1CC[C@H]1[C@H]2CC[C@@]2(C)[C@@H](C3=CCOC3=O)CC[C@]12O
→ · | 3%[14.2 µM] | -7%[13.5 µM] | · | 4%[9.22 µM]
- FC(F)(F)c1nc2ccc(SSc3ccc4nc(C(F)(F)F)[nH]c4c3)cc2[nH]1
→ · | -3%[14.2 µM] | 2.2µM* | · | -10%[9.22 µM]
- COC(=O)c1c(C)ccc2c(O)c3c(cc12)C(=O)c1c2c(cc(O)c1C3=O)[C@@]1(C)O[C@@](C)(O2)[C@@H](O)[C@H](N(C)C)[C@H]1O
→ · | 56%[activator][14.2 µM] | ? | · | 12%[9.22 µM]
- C[C@@]12CC[C@H]3[C@@H](CC[C@H]4C[C@@H](O)CC[C@]43C)[C@H]1CC[C@@H]2C(=O)C[C@H](O)C(F)(F)F
→ · | 3%[14.2 µM] | 9%[13.5 µM] | · | -9%[9.22 µM]
- CSCC[C@@H](N)P(C)(=O)O
→ · | -8%[14.2 µM] | 5%[13.5 µM] | · | -3%[9.22 µM]

# An excerpt (hit frequency here may not be typical).
